STAT3 act – IL-6 driven STAT3 reporter potentiators, primary screen, U3A cells, luciferase, luminescence, MLSCN library; IL-6 STAT3-luciferase reporter; 100% = signal with IL-6 EC80 alone; activation (% of control), % at 5.6 µM; actives 0.91% (n = 190,000); AID 871, 2007;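 active = activation above the screen-wide mean of compound activation plus 3 SD, cut at about 130% in these data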;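 also: 0% = background luminescence of wells with medium and substrate only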
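System – human U3A cells carrying STAT3-luciferase construct · Probe or stimulus – Interleukin-6, 33 ng/mL · Schedule – compound 1 h, then IL-6 6 h at 37 °C · Signal – luminescence from STAT3-driven luciferase reporter · Evaluation – percent of IL-6-only median luminescence · Benchmarks – IL-6-only high control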
APP 5UTR inh – inhibitors of APP translation via 5'UTR reporter, primary screen, APP 5'UTR luciferase, SH-SY5Y cells; SH-SY5Y APP 5'UTR-luciferase reporter, luminescence; inhibition, % at 2 µM; actives 0.82% (n = 190,000);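 active = inhibition above a set limit, derived from the sample mean plus 3 SD, cut at about 45% in these data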; also: values of inactives mirror those of a sister screen read the other way
RAM network inh – inhibitors of the yeast RAM network, primary screen, dse1pr::URA3 reporter, 5-FOA selection. inhibition, % at 50 µM. S. cerevisiae dse1pr::URA3 reporter, 5-FOA growth OD615, 2 d; analog-sensitive cbk1-as2 kinase mutant strain. actives 1.8% (n = 190,000);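 active = inhibition above a set limit, 3 SD over mean compound inhibition, cut at about 8.4% in these data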;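 also: 0% = DMSO-only wells with no growth and 100% = 10 µM 1-NA-PP1 full growth; inhibition rescues growth on 5-FOA so higher OD means more RAM inhibition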
STAT1 act – STAT1 signaling activators, primary screen, cell-based, HTS, luciferase reporter | AID 932, 2007 | activation (% of control), % at 5.5 µM | NIH 3T3 STAT1-luciferase reporter, IFN-gamma, luminescence; 100% = IFN-gamma alone, no compound | actives 2.6% (n = 200,000);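 active = activation above the screen-wide mean activation plus 3 SD, cut at about 130% in these data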;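 also: raw ratio to IFN-gamma control signal so 100% means no change and 0% no light; values of inactives mirror those of a sister screen read the other way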
FLuc inh counter – firefly luciferase enzyme inhibitors, primary screen, artefact control for luciferase-based inhibitor screens, biochemical, luminescence, ATPLite; actives 1.5% (n = 200,000); Luciferin 4-monooxygenase (Photinus pyralis), P08659; inhibition, % at 10 µM; 10 min;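 active = inhibition above about 50% when tested at 10 µM, limit read from the data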
Target sequence (P08659 whole entry, looked up): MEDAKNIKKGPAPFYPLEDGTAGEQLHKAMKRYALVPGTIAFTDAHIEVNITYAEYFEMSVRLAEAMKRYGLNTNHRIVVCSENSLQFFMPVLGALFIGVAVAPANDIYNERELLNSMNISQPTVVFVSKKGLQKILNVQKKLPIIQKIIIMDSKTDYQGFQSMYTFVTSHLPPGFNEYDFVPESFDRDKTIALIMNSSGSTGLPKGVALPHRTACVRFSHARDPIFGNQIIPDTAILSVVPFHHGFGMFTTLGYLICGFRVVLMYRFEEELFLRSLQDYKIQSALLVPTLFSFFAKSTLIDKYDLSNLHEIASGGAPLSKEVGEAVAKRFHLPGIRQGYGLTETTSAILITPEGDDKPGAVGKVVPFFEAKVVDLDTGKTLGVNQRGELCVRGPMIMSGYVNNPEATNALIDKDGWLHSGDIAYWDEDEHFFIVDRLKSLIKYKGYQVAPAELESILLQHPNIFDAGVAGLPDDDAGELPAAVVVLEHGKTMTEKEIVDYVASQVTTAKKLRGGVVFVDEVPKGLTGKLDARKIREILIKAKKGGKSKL
STAT1 inh – STAT1 signaling inhibitors, primary screen, cell-based, HTS, luciferase reporter; NIH 3T3 STAT1-luciferase reporter, IFN-gamma, luminescence; inhibition, % at 5.5 µM; actives 0.35% (n = 200,000); AID 920, 2007;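 active = inhibition above a set limit, the mean inhibition across all tested compounds plus 3 SD, cut at about 34% in these data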;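 also: 0% = IFN-gamma with DMSO and 100% = IFN-gamma with 300 µM nifuroxazide; values of inactives mirror those of a sister screen read the other way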
NF-kB expr up – activators of NF-kB expression in neurons, primary screen, cell-based, HTS; actives 1.6% (n = 190,000); fold change at 12.5 µM; human neuronal cells, NF-kB reporter expression; hits give high values; in the data active = fold change above about 3.3
APP 5'UTR act – activators of APP 5'UTR luciferase reporter, primary screen, SH-SY5Y cells; SH-SY5Y APP 5'UTR luciferase reporter, luminescence; zero percent = DMSO vehicle wells; activation, % at 2 µM; actives 1% (n = 190,000);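 active = activation above a set limit, based on mean plus 3 SD of controls, cut at about 140% in these data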; also: values of inactives mirror those of a sister screen read the other way
Hsp70 act – Hsp70 transcriptional activators, primary screen, cell-based, HeLa, Hsp70 promoter luciferase, luminescence, 10 µM | AID 1203, 2008 | HeLa Hsp70 promoter luciferase reporter; scaled: vehicle 0, proteasome-inhibitor control 100% | actives 0.04% (n = 200,000) | activation, % at 10 µM;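 active = activation above the mean across all tested compounds plus 3 SD, cutoff set per campaign, cut at about 5.5% in these data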;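 also: 100% = MG132 at 30 µM as the positive control and 0% = DMSO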
STAT3 inh – IL-6 driven STAT3 reporter inhibitors, primary screen, U3A cells, luciferase, luminescence, MLSCN library; IL-6 STAT3-luciferase reporter; host cell line lacks STAT1; inhibition, % at 5.5 µM; actives 0.89% (n = 190,000);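 active = inhibition above the mean inhibition across all screened compounds plus 3 SD, cut at about 44% in these data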;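 also: 0% = DMSO only wells and 100% = 100 µM nifuroxazide control wells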
* = called active by the depositor; . = not tested or not shown. Hits appear at their usual frequency; about 7.7% have a hit in one of these screens.

SMILES	STAT3 act	APP 5UTR inh	RAM network inh	STAT1 act	FLuc inh counter	STAT1 inh	NF-kB expr up	APP 5'UTR act	Hsp70 act	STAT3 inh
Cc1ccc(C)c(N2CCN(C(=O)c3ccc(CS(=O)(=O)c4ccccc4C)o3)CC2)c1	99	-11	5.0	102	-7	-2	0.45	11	0.0	6
Cc1ccc(NC(=O)NCc2ccncc2)cc1Cl	94	-8	1.5	98	-6	2	0.88	8	0.1	15
Cc1ccc(OC(C)C(=O)N2CCCc3ccccc32)cc1 (configuration not stated)	107	-22	1.6	94	-4	7	0.92	22	-0.3	-2
NC(=O)COC(=O)c1c2c(nc3ccccc13)CCC2	100	-9	1.0	102	-6	-3	0.74	9	0.1	2
CCN(CC)c1ccc(-c2nn3c(-c4n[nH]c5c4CCC5)nnc3s2)cc1	107	96*	5.3	107	11	-8	2.1	-96	0.1	-6
COc1ccccc1-c1nc(SC)n[nH]1	89	-4	1.1	103	1	-3	1.8	4	0.1	21
Cc1nn(C(C)C(=O)c2cccc(Cl)c2)c(C)c1[N+](=O)[O-] (configuration not stated)	104	12	0.6	94	-2	5	1.1	-12	0.1	0
O=c1c2nnn(-c3cccc(F)c3)c2ncn1Cc1ccccn1	98	9	1.5	100	2	0	0.93	-9	0.2	5
COCc1nnc(NC(=O)C(C)C)s1	100	-9	0.5	102	-3	-3	0.98	9	-0.5	3
O=Cc1cn(CC(O)CN2CCCCC2)c2ccccc12 (configuration not stated)	104	2	3.6	108	-6	-11	0.93	-2	-0.3	-2
CCC(C)(C)n1nnnc1C(c1ccccn1)N1CCOCC1 (configuration not stated)	104	-13	0.6	97	-5	3	1.1	13	-0.5	2
Cc1ccc(C(=O)N2CCN(S(=O)(=O)c3ccccc3[N+](=O)[O-])C2)cc1	108	5	0.1	111	-5	-13	1.1	-5	-0.3	-6
COc1ccc(N(C(C)=O)S(=O)(=O)c2cc(OC)ccc2OC)cc1	97	7	0.1	88	-4	10	0.92	-7	-0.4	7
COc1ccc(-c2[nH]ncc2CN2CCSCC2)c(OC)c1	108	-69	2.5	103	-7	-4	1.2	69	-0.4	-4
Cc1cc2nccc(-c3cccnc3)n2n1	105	-1	2.5	101	-2	0	1	1	-0.2	-5
Cc1sc2nc(CN3CCCC3)nc(N3CCN(C(=O)c4ccco4)CC3)c2c1C	93	-1	2.3	90	-5	9	0.92	1	-0.4	16
O=S(=O)(NCCc1cn2ccccc2n1)c1ccc2c(c1)OCCO2	98	24	-0.6	94	-6	6	1.2	-24	-0.1	11
CCCCNC(=S)NNC(=O)c1csc(C)c1	100	-10	0.2	104	-4	0	1.3	10	-0.2	3
COC(=O)c1ccccc1NC(=S)NC(C)=O	97	3	1.1	106	-3	-10	0.99	-3	-0.1	8
C=CCOc1ccc2cccc(/C=N/NC(=O)c3cc4cc([N+](=O)[O-])ccc4s3)c2c1	100	-13	3.9	110	-4	-11	1.4	13	-0.2	8
Cc1nn(C)cc1CNCc1ccc(OCC(O)CN(C)Cc2ccccc2)cc1 (configuration not stated)	103	-3	0.1	99	-2	1	0.88	3	-0.3	2
Cc1ccc(S(=O)(=O)NC(C)C(=O)Nc2ccccc2C(=O)N2CCCC2)cc1 (configuration not stated)	106	-2	0.7	105	-2	-6	0.99	2	-0.3	-1
Cc1ccc(CNC(=O)/C=C/c2ccccc2Cl)cc1	112	-14	2.8	105	-3	-5	1.3	14	-0.2	-2
CC(c1ccon1)N(C)Cc1cn(C)nc1-c1cccc(Cl)c1 (configuration not stated)	107	3	0.2	103	-3	-5	0.97	-3	-0.1	-3
S=c1[nH]nc(Cc2noc3ccccc23)n1-c1ccc(Cl)cc1	97	5	2.1	105	-4	-7	1	-5	0.4	8
COc1ccc2sc(N(CCN(C)C)C(=O)/C=C/c3cccs3)nc2c1	105	-13	-0.8	112	-4	-15	0.75	13	0.1	7
O=C(COc1ccc2ccc(=O)oc2c1)N1CCN(c2ccccc2)CC1	106	3	2.2	92	4	7	0.96	-3	-0.2	1
O=C(CCC(=O)Nc1nnc(C2CCCCC2)s1)NCc1cccs1	91	8	4.6	99	-1	1	1.2	-7	-0.2	18
O=C1CN(C(=O)/C=C/c2ccco2)c2ccccc2N1	111	4	-0.4	105	-7	-8	1	-4	0.3	-9
O=C(c1ccc(F)cc1)c1c[nH]c(C(=O)NCc2ccco2)c1	97	4	2.7	106	-6	-11	0.8	-5	0.0	12
Cn1cc(/C(Cc2ccccc2)=N\O)c2ccccc21	111	5	1.5	94	-6	8	2.2	-5	-0.2	-6
N#Cc1cc2cc3c(cc2nc1NCCNC(=S)NCCCN1CCOCC1)OCO3	92	-18	1.0	102	-1	-4	0.98	18	-0.4	15
Cc1ccc(CS(=O)(=O)CCC(=O)NCCN2CCCC2)cc1	99	-8	0.1	101	-3	-1	1.1	8	-0.5	6
COC(=O)c1sc(NC(=O)c2ccoc2C)nc1C	99	-22	5.7	112	4	-13	1.8	23	0.0	5
Cc1cc(C)n(CC(=O)c2cccc(N)c2)n1	104	-11	0.4	96	-4	1	1.1	11	0.0	0
Cc1ccc(C)c(/C=N/Nc2ccccn2)c1	140*	-22	0.9	125	-3	-27	1.6	22	0.2	-49
CCN1C(=O)C(CC(=O)Nc2ccc(OC)cc2)N(Cc2ccco2)C1=S (configuration not stated)	102	-9	2.8	99	-2	2	1.4	9	-0.4	1
CCOC(=O)c1c(NC(=O)c2ccc(C)cc2)sc2c1CC(C)(C)OC2	91	12	10*	102	-1	-2	0.75	-12	-0.4	16
CSc1nc(-c2ccco2)nn1C(=O)c1cccs1	100	8	3.6	103	-2	-2	1.4	-8	0.1	0
CCCOc1ccc(-c2nnn(CC(=O)N3CCC(C)CC3)n2)cc1	85	.	0.3	102	-2	-2	0.99	.	0.1	17
CCCCN(C)CCNC(=O)Cn1ncc2c(=O)oc3ccc(C)cc3c21	95	23	1.7	94	-7	6	0.94	-23	-0.1	15
CNC(=O)COC(=O)/C=C/c1nc2ccccc2s1	107	-12	3.0	91	5	7	0.94	12	0.1	2
Cc1ccc(Oc2nc3c(c(=O)n(Cc4ccccc4F)c(=O)n3C)n2C)cc1	92	-21	1.1	97	-4	4	0.7	21	0.0	13
CCOC(=O)C1CCN(c2nc3ccccc3nc2C(C#N)C(=O)OC(C)COC)CC1 (configuration not stated)	103	2	1.1	97	-6	5	0.6	-2	-0.2	1
CC(C)Sc1nnc(CNC(=O)C23CC4CC(CC(C4)C2)C3)n1C1CCCCC1	102	-11	-0.8	102	0	-2	1.2	11	-0.5	-4
Cn1cc([N+](=O)[O-])c(C(=O)Nc2ccc3c(c2)OCCO3)n1	62	-11	0.1	56	39	49*	2.2	11	-0.4	51*
CCOC(=O)C(=O)Nc1ccccc1C(=O)OCC	98	-30	0.2	101	-4	-2	1.3	30	0.6	4
Cc1noc(/C=C/c2ccco2)c1S(=O)(=O)N1CCC(C(=O)N2CCc3ccccc3C2)CC1	103	-7	7.5	107	-6	-7	1.9	7	-0.3	0
Cc1ccc(NC(=O)c2sc3nc4c(c(-c5ccco5)c3c2N)CCC4)cc1	95	-14	4.1	101	-2	-1	1.2	14	1.4	9
Cc1ccc(NS(=O)(=O)c2cccc(C(=O)O)c2)c(C)c1	106	4	0.0	106	-7	-7	1.2	-4	0.0	-2
CC(C)[C@H](NC(=O)c1ccccc1)C(=O)O	105	0	1.3	104	-3	-6	0.97	0	-0.2	3
O=C(CCC(=O)Nc1ccccc1Cl)NNC(=O)c1ccco1	90	.	-0.1	106	-8	-6	1.1	.	-0.1	12
Cc1cc(C)c(C#N)c(SCC2COc3ccccc3O2)n1 (configuration not stated)	94	5	8.5*	99	1	2	1.2	-5	0.0	8
O=S(=O)(Nc1ncnc2sc3c(c12)CCC3)c1ccc(Cl)s1	114	0	1.5	110	-3	-10	1.2	0	-0.1	-13
O=C(COC(=O)C1=Cc2ccccc2OC1)NCc1ccco1	95	20	1.6	107	-1	-10	0.92	-20	-0.2	13
COc1cc([N+](=O)[O-])ccc1NC(=O)CSc1nc2ccccc2n1-c1ccccc1	118	-13	6.4	96	-8	4	4.2*	13	-0.3	-24
CCN1CCCC1CNC(=O)Cn1cnc2sc(C)c(S(=O)(=O)N3CCC(C)CC3)c2c1=O (configuration not stated)	106	-13	-1.3	107	-9	-7	1.1	13	-0.2	-3
CC(C)Cn1c(SC(C)C(=O)Nc2ccc(N3CCOCC3)cc2)nc2ccccc21 (configuration not stated)	113	17	1.0	98	-1	3	1.2	-17	-0.5	-11
CCOc1ccc(NS(=O)(=O)c2ccc3[nH]cc(C(=O)NCCOC)c(=O)c3c2)cc1	103	-16	8.1	95	-4	5	0.82	16	-0.1	0
CCOC(=O)NC(Nc1ccc(C)cn1)(C(F)(F)F)C(F)(F)F	98	2	0.8	102	-6	-2	1.1	-1	0.2	5

(more compounds)
SMILES	STAT3 act	APP 5UTR inh	RAM network inh	STAT1 act	FLuc inh counter	STAT1 inh	NF-kB expr up	APP 5'UTR act	Hsp70 act	STAT3 inh
C(=C\c1nnc(-c2cccs2)o1)/c1ccccc1	94	-117	3.6	143*	27	-48	5*	117	0.0	13
Cc1c(Cl)cccc1NC(=O)CCC(=O)N/N=C/c1ccc[nH]1	102	8	-0.8	97	-2	3	1.3	-8	-0.4	-4
CC(C)Cc1nc(N2CCOCC2)c(C#N)c2c1COC(C)(C)C2	107	-13	5.8	102	-6	-3	1.1	13	-0.3	-6
COC(CNC(=O)C1CC(=O)N(CCc2ccccc2)C1)OC (configuration not stated)	100	12	0.1	96	-3	4	1.1	-12	0.0	6
CN(c1ccc(C(=O)O)cc1)S(=O)(=O)c1ccc(Cl)cc1	103	6	0.7	103	-1	-4	0.98	-6	-0.3	0
CCCCSCc1[nH]c(=O)[nH]c1C(=O)CCCCC(=O)OCC	104	-3	0.3	102	-4	-3	1.4	3	0.0	3
O=S(=O)(Nc1ccc(N2CCOCC2)nn1)c1ccccc1	97	-11	0.1	104	-6	-3	1.1	11	-0.1	8
O=C(COc1ccc(F)cc1)N(c1ccccn1)C1CCCCC1	110	8	0.4	98	-7	3	1.4	-8	-0.3	-7

Part of the list above in order of molecular weight, largest number first:
SMILES	STAT3 act	APP 5UTR inh	RAM network inh	STAT1 act	FLuc inh counter	STAT1 inh	NF-kB expr up	APP 5'UTR act	Hsp70 act	STAT3 inh
CCCCSCc1[nH]c(=O)[nH]c1C(=O)CCCCC(=O)OCC	104	-3	0.3	102	-4	-3	1.4	3	0.0	3
CN(c1ccc(C(=O)O)cc1)S(=O)(=O)c1ccc(Cl)cc1	103	6	0.7	103	-1	-4	0.98	-6	-0.3	0
C(=C\c1nnc(-c2cccs2)o1)/c1ccccc1	94	-117	3.6	143*	27	-48	5*	117	0.0	13

From PubChem
